WT yeast gro inh: growth inhibition of WT yeast, mitochondrial fusion screen. mitochondrial fusion phenotypic screen, WT strain. inhibition, % at 10 µM. actives 2.1% (n = 190,000); in the data active = inhibition above about 58%; tested in S. cerevisiae
Lipid droplet: modulators of hepatic lipid droplet formation; inhibition, % at 6.5 µM; actives 0.4% (n = 240,000); AML12 mouse hepatocytes, oleate lipid droplets, BODIPY imaging;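 active = lipid droplet intensity inhibited by at least 50%, with more than 500 cells counted; inconclusive = wells with under 300 cells, treated as cytotoxic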
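Assay system: AML12 mouse liver cells | Compound dosing: One dose, 6.5 µM compound | Read-out basis: Droplet intensity reduction, % inhibition | Measured by: Fluorescence imaging, 20x objective, two fields per well | Schedule: Overnight treatment with compound plus oleate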
K1F lysis inhibition: inhibition of K1F phage lysis, E. coli UTI89, bacterial capsule biogenesis inhibitors, alamar blue (AID 488966) | one-dose inhibition, % at 100 µM; IC50 in µM for titrated hits | E. coli UTI89 K1F phage lysis, alamar blue, 2 h; higher % means a stronger effect | actives 0.02% (n = 340,000);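 active = phage lysis inhibition, versus mean bacterial control, above a set limit; inconclusive = no clear call, values can overlap the other calls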;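 note: capsule biogenesis inhibitors block K1F phage lysis so surviving cells raise fluorescence; higher fluorescence means more inhibition of phage lysis; actives were called in the ten point dose series up to 300 µM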
Myeloid diff MLP: compounds promoting myeloid differentiation; ER-HoxA9 myeloid progenitors, lysozyme-GFP differentiation, flow cytometry; actives 1% (n = 360,000); AID 624256; calls only at 10 µM;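 active = normalized GFP-positive differentiation at or above the plate's own cutoff, the solvent-only control mean plus 3 SD; inconclusive = no clear call, values can overlap the other calls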;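 note: cells exposed to compound for four days before flow analysis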
CSM14.1 death rescue: protection against thapsigargin-triggered cell killing – 384-well, CSM14.1, ATP luminescence, primary screen (AID 1222) | one-dose cellular ATP content (survival), % at 20 µM; EC50 in µM for titrated hits | CSM14.1 thapsigargin-induced death rescue, ATP luminescence; higher % means a stronger effect | 190,000 tested, under 10 active;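 active = EC50 below 50 µM in the dose-response confirmation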;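 note: death triggered by thapsigargin at about 15 µM added after 2 h compound pretreatment; cell ATP read after overnight thapsigargin exposure of roughly 18 to 22 hours; normalized against plate controls of thapsigargin alone and 5% DMSO vehicle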
TNAP activation fold: human TNAP enzyme activators, primary screen, biochemical, luminescent, no phosphate acceptor, uHTS (AID 1001); purified TNAP, luminescent activation assay, no phosphate acceptor; higher activation fold means a stronger effect; activation fold at 20 µM, or EC50 in µM where a hit was titrated; actives 0.03% (n = 200,000); in the data active = activation fold from about 3, or a potency from the dose series; inactive = the rest, 99 in 100 with activation fold below about 1.6; note: many of its hits are not listed in these tables
M1AAP inhibition: malaria alanyl aminopeptidase activity blockers – biochemical, fluorogenic H-Leu-NHMec substrate, 1536-well (AID 1445); recombinant M1AAP, H-Leu-NHMec fluorogenic kinetic assay; higher % means a stronger effect; one-dose inhibition, % at 30 µM; IC50 in µM for titrated hits; actives 0.42% (n = 220,000);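 active = primary inhibition above the hit cutoff, then over 50% inhibition at one or more dose response concentrations, cut at about 23% in these data, passing the limit was not always enough; inconclusive = conflicting primary data, or primary hits not chosen for dose response; inactive = low primary inhibition, or under 50% at every dose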;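 note: plate controls were DMSO full reaction for no effect and no enzyme background for full effect; strong numbers were not always called active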
PMI inhibition: MPI inhibition at elevated mannose 6-phosphate – biochemical, fluorescence intensity, high mannose 6-phosphate, primary screen (AID 1220). recombinant PMI enzyme, coupled fluorescence intensity; higher % means a stronger effect. one-dose inhibition, % at 20 µM; IC50 in µM for titrated hits. actives 0.66% (n = 190,000)
human PMI inhibition: inhibitors of human PMI, primary screen, biochemical, fluorescence intensity, coupled assay (AID 1209); purified PMI enzyme, coupled fluorescence intensity; higher % means a stronger effect; inhibition, % at 20 µM, or IC50 in µM where a hit was titrated; actives 0.42% (n = 190,000);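 note: plate controls were DMSO vehicle for no effect and wells lacking substrate for full effect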
WT yeast gro inh mutant strain: also measured in WT yeast gro inh; calls as there; inhibition, %; mitochondrial fusion phenotypic screen, mutant strain inhibition
Lipid droplet cells 6.5 µM: also measured in Lipid droplet; calls as there; cell count; measured here: cell count, cytotoxicity flag;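 cells counted across two imaged fields per well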
Myeloid diff MLP GFP+ MAC1+ %: recorded beside Myeloid diff MLP, whose call it bears; GFP+ MAC1+ double positive, %; measured here: differentiation confirmed by MAC1 staining
* marks the source's active call; other numbers are inactive results; i = inactive; ? = inconclusive; / = not tested or not shown; + = active, no number; [ ] = dose if it differs, or a comment. Cut-off read from the data, not from the text of the source, unless noted: active = inhibition above about 50%; inactive = the rest.

smiles	WT yeast gro inh	WT yeast gro inh mutant strain	Lipid droplet	Lipid droplet cells 6.5 µM	K1F lysis inhibition	Myeloid diff MLP	Myeloid diff MLP GFP+ MAC1+ %	CSM14.1 death rescue	TNAP activation fold	M1AAP inhibition	PMI inhibition	human PMI inhibition
Cc1ccccc1Nc1nc(Nc2ccccc2C)nc(SC2=NCCS2)n1	42	17	22	765	-1.2%	i	0.6	1.1%	1.1	1%	19%	25%
C=CCNC(=O)/C(=C/c1ccco1)NC(=O)c1ccc(Br)o1	10	20	-6	620	0.9%	i	0.6	-0.6%	1.1	7%	-20%	0%
CCOc1c(Br)cc(C2NS(=O)(=O)N=C3CCCCCN32)cc1OC (stereo unspecified)	1	16	/	/	1.0%	i	0.9	1.4%	1.1	5%	15%	14%
Cc1ccc(NC(=O)Cn2c(O)c(N=NC(=O)c3cc4ccccc4cc3O)c3ccccc32)cc1	3	-3	12	677	-0.2%	i	1.0	-3.0%	1.1	?	-8%	5%
Cc1onc(-c2ccccc2Cl)c1C(=O)Nc1ccc(OCC(=O)N2CCOCC2)cc1	7	7	-12	710	0.8%	i	0.5	-0.7%	1.1	-3%	-3%	-5%
Cc1nnsc1C(=O)Nc1cccc(Cl)c1C	4	-3	-6	709	0.4%	i	0.4	0.5%	1	10%	4%	-5%
COc1cccc(NC(=O)c2ccc(S(=O)(=O)N(C)C)cc2)c1	2	5	-1	736	-0.2%	i	0.4	0.1%	1.1	7%	3%	1%
O=C(Nc1nccs1)c1ccc(NC(=O)C2CC=CCC2C(=O)O)cc1 (stereo unspecified)	-2	-8	0	723	0.0%	i	0.2	-1.3%	1.1	9%	-10%	-10%
C=C(C)CSc1nncn1/N=C/c1ccc(OC)cc1	26	1	/	/	3.4%	i	13	-1.4%	1.1	-6%	4%	-14%
CS/C(=C\[N+](=O)[O-])Nc1ccccc1	-24	-3	5	754	1.0%	i	1.2	6.6%	1.1	2%	3%	12%
Cc1cc(C)nc(SCC(=O)Nc2ccc(N3CCOCC3)cc2)n1	10	3	-1	702	6.4%	i	12	/	1.1	2%	6%	14%
CCCC(=O)NCCc1nc2ccccc2n1C	20	17	-2	767	0.1%	i	0.5	-2.4%	1	2%	11%	4%
O=C(NCCNc1ccc([N+](=O)[O-])cc1)c1ccc(Cl)cc1	-3	9	3	694	0.4%	i	0.5	-0.4%	1	7%	9%	-2%
O=c1c2cnn(-c3ccccc3)c2ncn1Cc1cccc(Cl)c1	-7	-20	-14	651	-1.4%	i	1.6	-2.1%	1	5%	-2%	0%
CCC1=C(OC(=O)N(CC)CC)N2C(=O)OC(=NCCOC)[C@]2(Cc2ccccc2)[C@H]2C1=CC[C@H]1C(=O)NC(=O)[C@H]12	/	/	-11	728	0.6%	i	1.2	/	/	0%	/	/
COCc1cc(=O)n2[nH]c(SC)nc2n1	10	13	18	775	0.0%	i	2.3	-1.4%	1.1	-2%	-2%	4%
O=C(c1ccco1)c1cn(CC(=O)N2CCCC2)c2ccccc12	-3	1	-5	736	0.2%	i	0.2	-1.4%	1.1	5%	-4%	-4%
CCOC(=O)c1c(/N=C/N(C)C)sc(C(=O)OC)c1C	1	2	/	/	3.4%	i	0.8	-0.8%	1	4%	-6%	-2%
CC1CN(C(NC(=O)c2ccccc2)C(Cl)(Cl)Cl)CC(C)O1 (stereo unspecified)	0	-8	14	737	-0.3%	i	0.7	-0.7%	1	-5%	-6%	-9%
CCc1cc2c(cc3c(=O)n(CC(=O)NCCCN(CC)CC)nc(CC)n32)s1	14	13	-4	762	0.8%	i	2.3	-2.8%	1	3%	2%	6%
CCN(CC)CCCNC(=O)Cn1cnc2ccc(S(=O)(=O)N3CCC(C)CC3)cc2c1=O	11	13	3	692	-2.2%	i	0.4	-13%	1	0%	-3%	-6%
Cc1n[nH]c(=S)n1/N=C/c1ccc(-c2ccccc2[N+](=O)[O-])o1	2	6	7	761	-2.4%[50 µM]	i	0.7	-2.1%	1	6%	21%	32%
CCCc1nc(N2CCOCC2)c(C#N)c2c1CCCC2	5	12	1	782	0.1%	i	0.2	-4.1%	1.1	3%	5%	3%
CC(C)(C)c1cc(Cl)c(O)c(NC(=S)NC(=O)c2cccnc2)c1	10	-2	0	699	0.8%	+	2.1*	0.4%	1.2	-8%	-11%	-12%
CSc1nc(C)c(Oc2ccccc2)c(=O)n1C	-7	-3	6	698	1.4%	i	0.6	1.2%	1	-1%	11%	11%
COc1ccccc1CC(=O)Nc1cc2oc3ccccc3c2cc1OC	20	5	/	/	1.9%	?	/	0.4%	1.1	1%	7%	10%
CNC(=O)N1c2ccccc2NC(=O)CC1C (stereo unspecified)	-8	5	-4	683	-0.1%	i	0.2	-0.1%	1.1	10%	0%	35%
COC(=O)c1cn(NC(=O)CC2CCCCC2)c(=O)c2ccccc12	3	-1	13	735	0.3%	i	0.4	-0.8%	1.1	5%	13%	15%
CCOC(=O)c1sc(=NC(=O)c2cccs2)n(C)c1C	-1	-6	-7	713	0.2%	i	1.0	-0.1%	1.1	5%	1%	5%
Cc1cc(C)n2nc(NCc3cccc(Br)c3)nc2n1	10	6	6	791	-0.2%	i	1.2	0.8%	1.1	6%	10%	13%

Filtered by structure, the entries above with a furan ring, fused or not
smiles	WT yeast gro inh	WT yeast gro inh mutant strain	Lipid droplet	Lipid droplet cells 6.5 µM	K1F lysis inhibition	Myeloid diff MLP	Myeloid diff MLP GFP+ MAC1+ %	CSM14.1 death rescue	TNAP activation fold	M1AAP inhibition	PMI inhibition	human PMI inhibition
C=CCNC(=O)/C(=C/c1ccco1)NC(=O)c1ccc(Br)o1	10	20	-6	620	0.9%	i	0.6	-0.6%	1.1	7%	-20%	0%
O=C(c1ccco1)c1cn(CC(=O)N2CCCC2)c2ccccc12	-3	1	-5	736	0.2%	i	0.2	-1.4%	1.1	5%	-4%	-4%
Cc1n[nH]c(=S)n1/N=C/c1ccc(-c2ccccc2[N+](=O)[O-])o1	2	6	7	761	-2.4%[50 µM]	i	0.7	-2.1%	1	6%	21%	32%
COc1ccccc1CC(=O)Nc1cc2oc3ccccc3c2cc1OC	20	5	/	/	1.9%	?	/	0.4%	1.1	1%	7%	10%

New compounds follow:
smiles	WT yeast gro inh	WT yeast gro inh mutant strain	Lipid droplet	Lipid droplet cells 6.5 µM	K1F lysis inhibition	Myeloid diff MLP	Myeloid diff MLP GFP+ MAC1+ %	CSM14.1 death rescue	TNAP activation fold	M1AAP inhibition	PMI inhibition	human PMI inhibition
NNC(=O)CNc1cccc(Cl)c1	1	4	-19	758	1.2%	i	0.8	1.0%	1.1	5%	-2%	-2%
Cc1cc(C)c(S(=O)(=O)NC(CC(=O)O)c2cccc([N+](=O)[O-])c2)c(C)c1 (stereo unspecified)	0	-3	5	708	0.9%	i	0.5	-0.6%	1.1	7%	-1%	-14%
CC(O)(C#CCN1CCCCCC1)c1ccccc1 (stereo unspecified)	-16	-15	9	755	/	i	0.5	0.5%	1.1	0%	12%	10%
C[n+]1ccn(CC(=O)c2ccc(Br)cc2)c1	-7	10	-17	694	0.4%	i	0.1	-1.7%	1	9%	5%	8%
COc1ccc(C2c3c(ccc4ccccc34)Oc3ncn4nc(Cc5ccccc5)nc4c32)cc1OC (stereo unspecified)	14	-5	-14	681	3.5%	i	0.6	1.5%	1.2	-1%	1%	12%
CC(C)NC(=O)NC(=O)COC(=O)CCCSc1nc2ccccc2s1	13	3	4	682	0.0%	i	0.6	-1.6%	0.9	4%	2%	7%
COc1ccc(-n2c(NC(=O)c3ccc(Br)o3)c(C#N)c3nc4ccccc4nc32)cc1	-4	-6	/	/	/	/	/	-0.3%	1	2%	67%*	36%
COC(=O)N/N=C(\C)c1cccc(C(F)(F)F)c1	-6	-17	-4	711	-0.7%	i	0.0	-1.1%	1	-4%	-4%	-7%
CC1CC(=O)c2cnc(N)nc2C1 (stereo unspecified)	50	15	/	/	1.0%	i	2.1	-0.6%	1.1	-4%	6%	6%
CCO[C@H]1OC(C(=O)NC2CC2)=C[C@@H](c2coc3ccccc3c2=O)[C@@H]1CCCO	-33	-7	-1	662	1.1%	i	1.6	1.0%	1.1	15%	37%	12%
CC(C)c1onc(C(=O)N2CCN(c3ccccc3)CC2)c1[N+](=O)[O-]	/	/	6	678	0.0%[50 µM]	i	0.3	/	/	4%	/	/
CC1CCCCN1CCNC(=O)CN1C(=O)COc2ccccc21 (stereo unspecified)	-21	-24	/	/	3.1%	i	1.7	0.6%	1	9%	7%	6%
COc1cc(-c2c(C#N)c(N)nc(SCc3ccncc3)c2C#N)cc(OC)c1OC	5	7	/	/	2.7%	i	3.6	2.4%	1.2	2%	17%	12%
CC(C)(C)OC(=O)N/N=C\c1ccc(OC(=O)c2cccs2)cc1	-5	-13	11	653	0.1%	i	0.7	2.2%	1	-1%	10%	9%

One compound at a time, as listed above. Order of screens: WT yeast gro inh | WT yeast gro inh mutant strain | Lipid droplet | Lipid droplet cells 6.5 µM | K1F lysis inhibition | Myeloid diff MLP | Myeloid diff MLP GFP+ MAC1+ % | CSM14.1 death rescue | TNAP activation fold | M1AAP inhibition | PMI inhibition | human PMI inhibition
Cc1ccccc1Nc1nc(Nc2ccccc2C)nc(SC2=NCCS2)n1 in the list: 42 | 17 | 22 | 765 | -1.2% | i | 0.6 | 1.1% | 1.1 | 1% | 19% | 25%
CCCc1nc(N2CCOCC2)c(C#N)c2c1CCCC2 in the list: 5 | 12 | 1 | 782 | 0.1% | i | 0.2 | -4.1% | 1.1 | 3% | 5% | 3%

Screens (PubChem)
